# High-throughput results deposited in PubChem BioAssay by several laboratories.
# MC4R antag cAMP – MC4R antagonists of cAMP signaling, primary screen, cell-based, TR-FRET, antagonist arm of biased-ligand search | Melanocortin receptor 4 (Homo sapiens), P32245 | MC4R-expressing cells, MTII-stimulated cAMP, LANCE TR-FRET | inhibition, % at 6.5 µM | 360,000 compounds, 0.48% hits;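 active means inhibition above its plate's cutoff, the mean of tested wells on that plate plus 3 SD, cut at about 29% in these data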;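 further: 0% = Melanotan II alone and 100% = Melanotan II plus saturating MCL0020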
#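 Test system: U2OS cells stably expressing human melanocortin 4 receptor (MC4R); also added: Melanotan II challenge; compound: 6.5 µM single dose; timing: 30-min compound preincubation, 1-h Melanotan II challenge, 1-h detection, room temperature; signal: Eu-cAMP/anti-cAMP TR-FRET, emission 671 nm; repeats: one well per compound, no replicates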
# MC4R barr agon – MC4R agonists recruiting beta-arrestin, primary screen, cell-based, luminescence, agonist arm of biased-ligand search; Melanocortin receptor 4 (Homo sapiens), P32245; U2OS MC4R beta-arrestin complementation; percent of melanotan II response, DMSO zero; activation, % at 8.9 µM; 360,000 compounds, 0.98% hits;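 active means activation above a per-plate cutoff, the mean activation of sample wells on that plate plus 3 SD, cut at about 8% in these data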
# ABCB6 inh 2 – ABCB6 transporter inhibitors, primary screen, K562-ABCB6 cells, flow cytometry, MLPCN library. fluorescence ratio to DMSO, % at 10 µM. 360,000 compounds, 0.19% hits. ATP-binding cassette sub-family B member 6 (Homo sapiens), Q9NP58. K562-ABCB6 porphyrin accumulation, 1 h; active compounds read low. AID 602162, 2011;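 active means fluorescence ratio to DMSO below 75%, the collection mean minus 3 SD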;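 further: signal is porphyrin accumulated inside mitochondria; 100% equals median channel fluorescence of DMSO control wells; lower ratio means ABCB6 inhibition with less porphyrin fluorescence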
# SRC2 inh – inhibition of GAL4-SRC2 driven luciferase reporter, primary screen, SRC2 inhibitor project, cell-based, luminescence. Nuclear receptor coactivator 2 (Homo sapiens), Q15596. HEK293 GAL4-SRC2 luciferase reporter. inhibition, % at 9 µM. 370,000 compounds, 0.17% hits. AID 651957, 2012;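 active means inhibition above the mean inhibition of all tested compounds plus 3 SD, set per campaign, cut at about 52% in these data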;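 further: 0% = DMSO treated cells and 100% = cells given Gossypol at 36 µM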
# TLR9-MyD88 block – inhibitors of TLR9-MyD88 association in cells, primary screen, cell-based, CHO, BLA complementation, fluorescence. CCF4 FRET ratio. inhibition, % at 4.98 µM. 340,000 compounds, 0.21% hits. AID 504734, 2011;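 active means inhibition above the mean over all tested compounds plus 3 SD, cut at about 21% in these data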;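 further: 0% = DMSO only wells and 100% = clavulanate BLA inhibitor control wells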
# ABHD5 PLIN5 PPI – ABHD5-PLIN5 interaction inhibitors, primary screen, cell lysate, split luciferase complementation, luminescence; Perilipin-5 (Homo sapiens) + 1-acylglycerol-3-phosphate O-acyltransferase ABHD5 (Homo …; Split G. princeps luciferase complementation, 4 h; inhibition, % at 4 µM; 360,000 compounds, 0.78% hits; AID 602281, 2012;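 active means inhibition above the mean inhibition across every tested compound plus 3 SD, cut at about 22% in these data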;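 further: 0% = DMSO only wells and the 100% control is not disclosed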
# NOD2-RIPK2 inh – NOD2-RIPK2 binding disruptors in cells, primary screen, fluorescence, CHO cells, BLA complementation. Receptor-interacting serine/threonine-protein kinase 2 (Homo sapiens), O43353. CCF4 ratio. inhibition, % at 4.98 µM. 360,000 compounds, 0.38% hits; in the data active means inhibition above about 21%;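 further: 0% = vehicle only and 100% = reference blocker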
# Target sequence (O43353 whole entry, looked up): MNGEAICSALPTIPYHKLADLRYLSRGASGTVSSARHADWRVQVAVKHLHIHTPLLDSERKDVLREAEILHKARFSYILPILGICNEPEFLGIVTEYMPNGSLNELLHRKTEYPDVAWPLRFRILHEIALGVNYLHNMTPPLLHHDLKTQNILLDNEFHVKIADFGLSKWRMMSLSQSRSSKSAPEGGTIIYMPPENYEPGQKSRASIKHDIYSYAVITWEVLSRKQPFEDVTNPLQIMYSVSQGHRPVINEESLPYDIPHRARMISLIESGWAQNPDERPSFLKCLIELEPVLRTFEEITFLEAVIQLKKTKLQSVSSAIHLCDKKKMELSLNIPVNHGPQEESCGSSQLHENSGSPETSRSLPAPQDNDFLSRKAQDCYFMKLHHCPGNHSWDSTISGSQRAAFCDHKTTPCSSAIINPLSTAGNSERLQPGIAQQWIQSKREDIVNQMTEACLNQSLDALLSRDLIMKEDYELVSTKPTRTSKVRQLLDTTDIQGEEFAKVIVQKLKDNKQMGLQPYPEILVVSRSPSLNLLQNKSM
# Cardio protect – cardioprotection against H2O2-induced cell death, primary screen, uHTS, H9c2 cells, ATPLite luminescence. 360,000 compounds, 0.63% hits. protection from H2O2 cell death, % at 20 µM. H9c2 cardiomyocytes, H2O2 injury protection, 2 h;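 active means compounds giving at least 50% protection of heart cells from peroxide-induced death in the single-dose screen, raw or plate-pattern-corrected value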;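 further: 0% = DMSO wells with peroxide and 100% = DMSO wells without peroxide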
# HTR2A ag – mouse Htr2a agonists via beta-arrestin recruitment, primary screen, cell-based, luminescence. 360,000 compounds, 0.66% hits. CHO-K1 mHTR2A beta-arrestin complementation; percent of 30 µM serotonin response. activation, % at 7.6 µM;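 active means activation above a run cutoff, the mean activation of all tested compounds plus 3 SD, cut at about 14% in these data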;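 further: 0% = plate median of compound wells and 100% = 30 µM serotonin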
# Target sequence (P35363 whole entry, looked up): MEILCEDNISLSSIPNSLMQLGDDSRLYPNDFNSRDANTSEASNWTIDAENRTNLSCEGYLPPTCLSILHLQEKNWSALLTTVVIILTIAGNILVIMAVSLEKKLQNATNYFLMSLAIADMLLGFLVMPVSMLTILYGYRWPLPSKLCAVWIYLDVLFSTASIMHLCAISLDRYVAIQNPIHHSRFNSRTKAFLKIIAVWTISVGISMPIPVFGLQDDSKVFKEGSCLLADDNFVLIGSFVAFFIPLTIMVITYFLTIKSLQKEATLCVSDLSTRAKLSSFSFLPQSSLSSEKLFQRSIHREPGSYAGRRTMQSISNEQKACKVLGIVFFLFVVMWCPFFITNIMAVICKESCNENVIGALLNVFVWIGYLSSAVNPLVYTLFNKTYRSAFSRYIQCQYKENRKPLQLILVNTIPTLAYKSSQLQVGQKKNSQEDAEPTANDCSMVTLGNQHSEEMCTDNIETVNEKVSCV
# Glyco luc inh – increase of ERlucT glycosylation luciferase signal, primary screen, N-linked glycosylation inhibitor project, D54 ERlucT cells, luminescence, set 2. 360,000 compounds, 0.23% hits. D54 ERlucT glycosylation luciferase reporter, 24 h; percent of 100 nM tunicamycin response. reporter increase, % at 12.5 µM. AID 588692, 2011;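 active means mean luciferase reporter signal, scaled so untreated is 0 and the glycosylation-blocking control 100, at or above a set limit in every replicate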;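 further: luciferase carries N-glycosylation sites so blocking glycosylation raises the light; 0% = median of neutral control wells and 100% = median of 100 nM tunicamycin wells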
# * = called active by the depositor; . = not tested or not shown.
1	COc1ccc(S(=O)(=O)Nc2cccc3c2O[C@H](CN(C)Cc2ccc(Cl)c(Cl)c2)[C@@H](C)CN([C@H](C)CO)C3=O)cc1
2	CCOc1ccccc1NC(=O)C(C)SCc1ccccc1 (stereo not given)
3	CN(Cc1ccccc1)S(=O)(=O)c1cc2c3c(c1)CCN3C(=O)CC2
4	O=C(NNC(=O)[C@@H]1CCCC[C@@H]1C(=O)O)c1cccs1
5	OCCCNc1cc(-c2ccccc2)nc2cc(-c3ccc(F)cc3)nn12
6	Cn1c(=O)c(=O)n(C)c2cc(S(=O)(=O)N3CCc4ccccc43)ccc21
7	Cc1cc2c(C)nc(N/N=C/c3ccc(F)cc3)nc2o1
8	Cc1onc(-c2c(F)cccc2Cl)c1C(=O)Nc1cc(S(=O)(=O)N2CCCCC2)ccc1O
compound no.	1	2	3	4	5	6	7	8
MC4R antag cAMP	7	-4	-1	-1	13	7	16	9
MC4R barr agon	2.1	-0.7	0.1	-0.8	1.6	-1.8	1.0	0.2
ABCB6 inh 2	98	98	93	95	98	171	109	91
SRC2 inh	2	-6	-12	-9	7	12	-48	1
TLR9-MyD88 block	3	-10	0	-12	-4	-5	1	0
ABHD5 PLIN5 PPI	-6	-5	-8	-5	-2	-5	2	-3
NOD2-RIPK2 inh	6	-1	1	2	14	12	8	-9
Cardio protect	2	4	3	4	34	-5	7	-26
HTR2A ag	-4	-7	-8	2	1	-2	11	-9
Glyco luc inh	-4	1	-2	1	3	-1	1	-5

9	CC(C)Oc1ccc(CCN=C(N)N=C(N)N)cc1Cl
10	CC(C)(C)N(Cc1ccccc1)C(=O)COC(=O)c1cccc([N+](=O)[O-])c1
11	CCCCOc1ccc(Cl)cc1CSc1n[nH]c(C)n1
12	O=C(CN1CCN(S(=O)(=O)c2ccc(Br)cc2)CC1)c1ccc(O)c(O)c1
13	Cc1c(C(=O)O)c(C(=O)O)c2n1CCS2
14	Cc1cc(=O)[nH]c2c1c(C)nn2C1CCCC1
15	O=C(NCc1ccc(F)cc1)C(c1ccccc1)N(CC1CCCO1)C(=O)Cn1nnc2ccccc21 (stereo not given)
16	Cc1c(C(=O)NNC(=O)c2csc(N3CCOCC3)n2)cccc1[N+](=O)[O-]
compound no.	9	10	11	12	13	14	15	16
MC4R antag cAMP	8	8	5	-2	-6	-5	0	4
MC4R barr agon	-3.9	0.7	-1.4	0.9	2.7	-0.5	-1.8	-1.9
ABCB6 inh 2	100	104	96	86	105	97	103	92
SRC2 inh	17	-9	-17	-2	-16	-9	-7	2
TLR9-MyD88 block	6	-3	-9	7	4	-6	1	-4
ABHD5 PLIN5 PPI	2	-4	-8	8	-7	-6	-3	-4
NOD2-RIPK2 inh	5	-5	4	-4	4	-6	0	7
Cardio protect	-19	-1	-6	71*	-6	1	2	8
HTR2A ag	-5	-1	-3	-8	9	7	-3	-8
Glyco luc inh	0	2	-1	-2	0	-1	.	1

17	CC(C)NC(=O)C1(C)CCN1C(=O)c1c(F)cccc1F (stereo not given)
18	CCOC(=O)N1CCN(c2ccc([N+](=O)[O-])cc2)CC1
19	CCC/C(C#Cc1cc(OC)cc(OC)c1)=C1/c2ccccc2C(=O)N1c1ccccc1
20	CCC1CCCCN1CCCNC(=O)Cn1ncc2c([nH]c3ccc(C)cc32)c1=O (stereo not given)
21	O=c1n(Cc2ccccc2F)c2ccccc2n1Cc1ccccc1F
22	O=C1CC[C@@H](C(=O)N2CSC[C@@H]2C(=O)Nc2cccc(C(F)(F)F)c2)N1
23	O=S(=O)(NCCSc1ccc(Cl)cc1)c1ccc2c(c1)OCCO2
24	COc1ccc(OC)c(S(=O)(=O)N2CCC(C(=O)NCc3ccccc3)CC2)c1
compound no.	17	18	19	20	21	22	23	24
MC4R antag cAMP	-2	17	-3	19	-2	-1	1	15
MC4R barr agon	-0.9	-1.5	1.1	2.8	0.1	0.4	5.1	-1.0
ABCB6 inh 2	96	95	101	101	87	98	99	92
SRC2 inh	-8	27	44	.	-10	3	7	-33
TLR9-MyD88 block	.	4	-4	-4	3	-1	-2	-10
ABHD5 PLIN5 PPI	4	-5	-15	-3	-9	1	-2	6
NOD2-RIPK2 inh	-7	6	1	-9	-6	-5	9	-12
Cardio protect	-3	4	1	-1	-4	5	-16	-2
HTR2A ag	4	-1	-1	1	-6	-2	-10	-6
Glyco luc inh	0	1	0	1	-7	2	0	2

25	Cc1cc(C)c2oc(C(=O)Nc3ccc(S(=O)(=O)Nc4nccs4)cc3)cc(=O)c2c1
26	O=C(CCCNC(=O)c1ccc(Cl)cc1)Nc1ncccc1O
27	C=CCNc1cnn(-c2ccccc2)c(=O)c1Cl
28	COc1ccccc1-c1nnc(SCC(=O)N2CCOCC2)o1
29	CCC(=O)N(C)CCc1cc2c(c(OC)c1/C=N/NC(=O)c1ccc(Br)cc1)OCO2
30	CS(=O)(=O)c1ccc(NC(=O)C2CC(=O)N(c3ccc4c(c3)OCCO4)C2)cc1 (stereo not given)
31	COc1cccc(C(=O)Oc2cc(C)[nH]c(=O)c2[N+](=O)[O-])c1
32	COc1cccc(NC(=O)CN(C)C(=O)CCc2nc3sc4c(c3c(=O)[nH]2)CCCC4)c1
compound no.	25	26	27	28	29	30	31	32
MC4R antag cAMP	20	1	22	15	24	1	11	-2
MC4R barr agon	-1.6	1.7	2.4	1.5	1.0	-2.6	0.6	-1.0
ABCB6 inh 2	97	96	103	104	98	97	100	89
SRC2 inh	6	-17	-60	-17	-16	-14	9	-2
TLR9-MyD88 block	7	-3	0	2	-10	-5	-8	-2
ABHD5 PLIN5 PPI	-2	3	-1	-1	3	7	1	-3
NOD2-RIPK2 inh	1	-2	-6	9	5	-2	-8	-3
Cardio protect	0	0	-7	2	2	3	-8	29
HTR2A ag	-8	5	1	0	0	-11	3	-3
Glyco luc inh	1	2	2	0	0	-2	0	-1

33	C=C(Br)Cn1c(CCCC)nc2ccccc21
34	Cc1c(CCC(=O)O)c(=O)oc2cc(OCc3cccc(Cl)c3)ccc12
35	CCCC(=O)Nc1cccc(Oc2ccc3c(c2)C(=O)NC3=O)c1
36	O=C(Nc1ccc(CN2CCCCC2)cc1)c1ccc2c(c1)OCO2
37	COCC(=O)N[C@H]1CC[C@@H](CC(=O)OC)O[C@@H]1CO
38	O=C(CCn1ccc2cc(S(=O)(=O)N3CCCC3)ccc21)NCCc1ccccc1
39	O=C1c2ccccc2C(=O)N1CCCCN(C(=O)c1ccc(Cl)s1)c1ccc(Cl)cc1
40	CCC(=O)NC(NC(=S)Nc1ccc(S(N)(=O)=O)cc1)C(Cl)(Cl)Cl (stereo not given)
compound no.	33	34	35	36	37	38	39	40
MC4R antag cAMP	8	5	16	-5	.	3	6	20
MC4R barr agon	-0.2	0.7	-2.3	-0.8	.	-4.1	-3.3	-3.2
ABCB6 inh 2	101	99	99	86	.	167	97	98
SRC2 inh	10	-20	9	-40	16	-15	-15	-16
TLR9-MyD88 block	-4	2	1	-5	.	7	-10	3
ABHD5 PLIN5 PPI	5	8	-1	-7	4	-3	7	-1
NOD2-RIPK2 inh	-15	4	-15	-7	-8	-12	-2	-10
Cardio protect	-10	-2	1	5	.	11	-4	0
HTR2A ag	0	4	5	-5	0	-4	6	-4
Glyco luc inh	-5	3	-1	-3	.	2	-5	1

41	COc1ccc(NC(=O)/C(C#N)=C\c2ccc(OCc3ccc(C(=O)O)cc3)c(OC)c2)cc1
42	Nc1nc2ncc(C(=O)c3cc(F)ccc3O)cc2s1
43	O=C(COC(=O)/C=C/c1ccc(C(F)(F)F)cc1)NCC1CCCO1 (stereo not given)
44	CCCSC1=C(C#N)C(c2cccs2)C(C(=O)Nc2ccccc2)=C(C)N1 (stereo not given)
45	Nc1[nH]c(C(=O)c2ccccc2)c(-c2ccncc2)c1C(=O)NCCc1c[nH]c2ccccc12
46	Cc1[nH]ncc1-c1ccccc1Cl
47	COC(=O)c1oc2ccccc2c1N
48	Clc1ccc(NCc2nncn2-c2ccccc2)cc1
compound no.	41	42	43	44	45	46	47	48
MC4R antag cAMP	19	0	3	1	.	7	3	-3
MC4R barr agon	-1.9	-1.4	-1.5	2.2	.	-1.1	0.8	0.9
ABCB6 inh 2	97	100	95	108	94	96	140	99
SRC2 inh	4	8	-22	11	-19	-6	-17	-24
TLR9-MyD88 block	6	-5	-3	4	.	8	-2	4
ABHD5 PLIN5 PPI	-4	-5	2	0	-1	0	4	6
NOD2-RIPK2 inh	5	11	-16	4	-11	-3	-6	1
Cardio protect	2	-5	1	-11	.	-1	0	3
HTR2A ag	-2	4	-6	4	-3	-8	3	0
Glyco luc inh	2	-1	2	-1	.	-2	1	-1

# Gathered by group, those above containing an aryl thioether with sulfur outside any ring
11	CCCCOc1ccc(Cl)cc1CSc1n[nH]c(C)n1
23	O=S(=O)(NCCSc1ccc(Cl)cc1)c1ccc2c(c1)OCCO2
28	COc1ccccc1-c1nnc(SCC(=O)N2CCOCC2)o1
compound no.	11	23	28
MC4R antag cAMP	5	1	15
MC4R barr agon	-1.4	5.1	1.5
ABCB6 inh 2	96	99	104
SRC2 inh	-17	7	-17
TLR9-MyD88 block	-9	-2	2
ABHD5 PLIN5 PPI	-8	-2	-1
NOD2-RIPK2 inh	4	9	9
Cardio protect	-6	-16	2
HTR2A ag	-3	-10	0
Glyco luc inh	-1	0	0

# Remaining list, next part:
49	O=C(Nc1ccc(NC(=O)c2cccs2)cc1)c1ccccc1
50	Cc1c(C(=O)NCC(C)C)sc2nc(-c3ccc(F)cc3)cn12
51	Cc1ccc(C(=O)NCC(=O)OC(C)C(=O)NC2CCCCC2C)cc1C (stereo not given)
52	O=C(NCCc1ccccn1)c1cc2ccccc2o1
53	COc1ccc(O)c(C(=O)c2cnn(-c3ccc(Cl)cc3)c2)c1
compound no.	49	50	51	52	53
MC4R antag cAMP	1	7	-1	-6	3
MC4R barr agon	2.8	2.0	-0.3	0.2	4.4
ABCB6 inh 2	99	100	98	99	99
SRC2 inh	-34	-18	1	-59	-39
TLR9-MyD88 block	-9	-4	-3	2	-3
ABHD5 PLIN5 PPI	-3	6	11	2	0
NOD2-RIPK2 inh	-11	2	-11	5	-4
Cardio protect	-5	-1	-2	-1	-4
HTR2A ag	3	-3	1	-7	8
Glyco luc inh	-1	0	2	1	-1

# An excerpt; rates above refer to the full screens.
